Screening results from PubChem.
Mcl1-Bid inh = Mcl-1/Bid binding inhibitors, primary screen, biochemical, TR-FRET, 1536-well; actives 0.97% (n = 220,000); Induced myeloid leukemia cell differentiation protein Mcl-1 (Homo sapiens), Q07820; AID 1021, 2008; inhibition, % at 21.7 µM; TR-FRET Mcl-1/Bid-Dy647 peptide binding;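 active = compounds that cut the binding signal by more than half at the single screening dose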;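 note: His-tagged Mcl-1 with europium anti-His antibody binding Bid BH3 peptide; 0% = Mcl-1 plus peptide wells and 100% = peptide-only wells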
Target sequence (Q07820 whole entry, looked up): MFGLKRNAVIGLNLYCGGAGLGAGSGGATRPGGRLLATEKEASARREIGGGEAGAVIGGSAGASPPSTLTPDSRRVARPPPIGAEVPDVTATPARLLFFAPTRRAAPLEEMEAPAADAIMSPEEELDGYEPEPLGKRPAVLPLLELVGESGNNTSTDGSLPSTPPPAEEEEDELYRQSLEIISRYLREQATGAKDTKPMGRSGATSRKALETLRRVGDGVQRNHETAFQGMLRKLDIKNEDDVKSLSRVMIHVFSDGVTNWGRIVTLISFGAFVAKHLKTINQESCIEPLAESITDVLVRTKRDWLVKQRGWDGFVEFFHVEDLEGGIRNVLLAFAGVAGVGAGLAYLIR
Bcl-2 Bim block = inhibitors of Bim-Bcl-2 binding, primary screen, biochemical, multiplexed, human Bcl-2 family. Apoptosis regulator Bcl-2 (Homo sapiens), P10415. Bead-based flow cytometry, Bim peptide-Bcl-2 binding. inhibition, % at 10 µM. actives 0.06% (n = 190,000); in the data active = inhibition above about 40%; inconclusive = no clear call, values can overlap the other calls;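 note: 0% = no compound wells with probe peptide and 100% = reference peptide inhibitor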
Target sequence (P10415 whole entry, looked up): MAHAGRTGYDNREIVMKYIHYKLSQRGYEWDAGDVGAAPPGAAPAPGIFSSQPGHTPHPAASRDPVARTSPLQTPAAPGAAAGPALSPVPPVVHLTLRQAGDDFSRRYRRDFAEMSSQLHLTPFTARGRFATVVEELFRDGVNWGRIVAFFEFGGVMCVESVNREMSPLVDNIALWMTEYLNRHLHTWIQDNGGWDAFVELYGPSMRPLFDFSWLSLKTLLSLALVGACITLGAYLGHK
Bim-Bfl-1 = inhibitors of Bim binding to Bfl-1, primary screen, biochemical, multiplexed, bead-based flow cytometry | actives 0.12% (n = 190,000) | Bim-Bfl-1 binding inhibition | inhibition, % at 10 µM;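 note: 0% = wells without compound plus tracer and 100% = blocker peptide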
Bim-Bcl-W = inhibitors of Bim binding to Bcl-W, primary screen, biochemical, multiplexed, bead-based flow cytometry | Bcl-2-like protein 2 (Homo sapiens), Q92843 | Bim peptide-Bcl-W binding | inhibition, % at 10 µM | actives 0.02% (n = 190,000) | AID 952, 2007;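 note: 0% = bound tracer without compound and 100% = peptide blocker; higher means less fluorescent Bim peptide bound to Bcl-W beads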
RGS4-Gao reg = modulators of RGS4 binding to Galphao, primary screen, biochemical, multiplexed bead flow cytometry | AID 1415, 2008 | actives 0.33% (n = 220,000) | actives lie on both sides | binding response (% of control), % at 10 µM; in the data active = binding response below about 49% or above about 150%; inactive = in between;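 note: fluorescent Galphao activated with aluminum fluoride binding bead-coupled RGS4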
Bim-Mcl-1 = inhibitors of Bim peptide binding to Mcl-1, primary screen, biochemical, bead-based flow cytometry, multiplex. Induced myeloid leukemia cell differentiation protein Mcl-1 (Homo sapiens), Q07820. actives 0.1% (n = 190,000). inhibition, % at 10 µM. Bim peptide-Mcl-1 binding;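 note: 0% = no compound tracer wells and 100% = peptide blocker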
RGS7-Gao = RGS7-Galphao binding modulators, primary screen, biochemical, multiplexed bead flow cytometry; Guanine nucleotide-binding protein G(o) subunit alpha (Homo sapiens), P09471; actives lie on both sides; binding response (% of control), % at 10 µM; actives 0.35% (n = 220,000); in the data active = binding response below about 49% or above about 150%; inconclusive = no clear call, values can overlap the other calls; inactive = in between;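 note: fluorescent Galphao held in activated GDP-AlF4 state binding bead-coupled RGS7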
GSH bead fluor = compound fluorescence on glutathione beads, profiling panel, artefact control, biophysical, 488/530 nm, flow cytometry; GSH beads flow cytometry, compound fluorescence 488/530 nm; hits give high values; fluorescence (KMESF) at 10 µM; actives 0.25% (n = 190,000); AID 1776, 2009; in the data active = fluorescence above about 89;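 note: glutathione beads carrying GST-tagged Bcl family fusion proteins plus one bare bead set; values are compound well signal with DMSO vehicle wells as background; inactives centre near 16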
Bim-Bcl-XL = inhibitors of Bim-Bcl-XL binding, primary screen, biochemical, multiplexed, bead flow cytometry, human Bcl-XL. actives 0.04% (n = 190,000). inhibition, % at 10 µM. Bcl-2-like protein 1 (Homo sapiens), Q07817. Bim peptide-Bcl-XL binding, fluorescence. AID 1007, 2008
Target sequence (Q07817 whole entry, looked up): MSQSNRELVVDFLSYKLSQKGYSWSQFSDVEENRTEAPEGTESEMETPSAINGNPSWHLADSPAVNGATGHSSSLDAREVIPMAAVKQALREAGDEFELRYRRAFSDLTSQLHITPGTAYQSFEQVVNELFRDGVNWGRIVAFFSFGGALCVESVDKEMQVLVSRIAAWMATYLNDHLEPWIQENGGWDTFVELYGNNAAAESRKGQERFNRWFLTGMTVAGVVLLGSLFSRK
Bcl-B Bim block = inhibitors of Bim-Bcl-B binding, primary screen, biochemical, multiplexed, human Bcl-2 family; bead-based flow cytometry, Bim peptide-Bcl-B binding; inhibition, % at 10 µM; actives 0.073% (n = 190,000); AID 951, 2007; Bcl-2-like protein 10 (Homo sapiens), Q9HD36;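 note: 0% = tracer peptide without compound and 100% = reference inhibitor peptide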
Target sequence (Q9HD36 whole entry, looked up): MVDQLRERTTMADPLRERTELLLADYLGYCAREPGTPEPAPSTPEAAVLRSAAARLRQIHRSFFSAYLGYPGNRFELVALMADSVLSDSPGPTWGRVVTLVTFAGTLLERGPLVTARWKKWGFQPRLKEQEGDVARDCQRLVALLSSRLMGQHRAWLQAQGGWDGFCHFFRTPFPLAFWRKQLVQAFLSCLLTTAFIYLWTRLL
RGS8-Gao = RGS8-Galphao binding modulators, primary screen, biochemical, multiplexed bead flow cytometry; Guanine nucleotide-binding protein G(o) subunit alpha (Homo sapiens), P09471; actives lie on both sides; response (percent of control binding), % at 10 µM; actives 0.34% (n = 220,000); in the data active = response below about 60% or above about 140%; inactive = in between;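 note: Galphao activated as the GDP aluminium fluoride complex binding bead-coupled RGS8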
Active calls of the source: *; u = inconclusive; x = not tested or not shown. Cut-off read from the data, not from the text of the source, unless noted: active = inhibition above about 40%.

SMILES	Mcl1-Bid inh	Bcl-2 Bim block	Bim-Bfl-1	Bim-Bcl-W	RGS4-Gao reg	Bim-Mcl-1	RGS7-Gao	GSH bead fluor	Bim-Bcl-XL	Bcl-B Bim block	RGS8-Gao
COc1cc(C(=O)NCc2nnc(SCC(=O)Nc3nc4ccc(C)cc4s3)o2)cc(OC)c1OC	-45	-2	-1	-6	96	-8	99	14	-8	-7	104
CCOC(=O)c1cccc(NC(=O)c2cc3sccc3n2C)c1	7	-11	-18	-4	101	-2	97	11	-9	-9	99
O=C(/C=C/c1cccnc1)c1ccc(NC(=O)c2cccc(Br)c2)cc1	27	0	2	5	101	0	100	21	0	2	99
COc1ccc(C2C(C(=O)c3ccco3)=C(O)C(=O)N2c2nnc(C)s2)cc1 (configuration not stated)	-41	-2	-17	-4	97	-6	103	20	-8	-20	111
CCOc1ccccc1C1C(C#N)=C(N)Oc2n[nH]c(CC)c21 (configuration not stated)	-63	-2	-2	-2	100	-4	99	25	-4	0	102
CCOC(=O)c1c(C)c(C(=O)NCc2ccc3c(c2)OCO3)c(C)n1C	-16	-6	-11	-3	102	0	105	28	6	-7	102
Cn1c(CCNC(=O)c2ccco2)nc2cc(NC(=O)NC3CCCCC3)ccc21	-48	2	0	0	96	0	96	10	0	2	100
Cc1cc(Nc2cccc(F)c2)nc(-c2ccccc2O)n1	15	-8	-7	-6	93	-8	93	27	-8	-7	88
COC(=O)c1cc(Br)c(=O)n(Cc2ccc(OC)c(OC)c2)c1	-11	-9	-8	-5	100	-2	105	38	-6	-10	100
Cc1cccc(-n2c(CNC(=O)COc3ccccc3)nnc2SCC(=O)Nc2nccs2)c1	-13	-1	0	0	94	2	93	15	-4	-1	82
Cc1ccc(SC(C)C(=O)Nc2ccc(S(=O)(=O)N3CCOCC3)cc2)cc1 (configuration not stated)	-53	-5	-12	-8	99	-7	100	21	-10	-9	100
Cc1ccc2oc3c(c(=O)c2c1)C(c1cccc(O)c1)N(c1ccccn1)C3=O (configuration not stated)	-4	-3	-10	0	105	-2	98	16	-6	-7	102
COc1ccc(Cc2nc3ccccc3[nH]2)cc1OC	-35	-3	-4	0	100	0	103	12	-3	-4	101
CCS(=O)(=O)N1Cc2ccccc2CC1C(=O)NCC12CC3CC(CC(C3)C1)C2 (configuration not stated)	-35	0	-9	2	102	3	102	16	0	-4	101
N=c1c(S(=O)(=O)c2ccccc2)cc2c(=O)n3ccccc3nc2n1CC1CCCO1 (configuration not stated)	-16	-6	-10	6	101	0	98	11	-1	-5	101
COc1ccc(CCn2c(C)cc(C(=O)CSc3nnnn3C)c2C)cc1	-10	-8	-10	2	103	0	99	30	0	-5	103
COC(=O)c1ccc2c(c1)S(=O)(=O)NC(=NCCCN1CCOCC1)S2	-22	-11	-5	0	102	-1	98	25	-1	-7	101
O=C(COC(=O)c1cc[n+]([O-])cc1)Nc1ccccc1Sc1ccccc1	-21	5	-2	0	105	1	108	24	-1	0	107
CCCC1(c2ccccc2)NC(=O)N(CC(=O)Nc2cc(S(=O)(=O)N3CCOCC3)ccc2Cl)C1=O (configuration not stated)	-14	-2	-5	0	105	0	105	12	0	-1	104
COc1cc(/C=N/NC(=O)C(C)Nc2n[nH]c(=O)[nH]c2=O)ccc1O (configuration not stated)	-25	-1	-1	-3	107	-4	109	11	0	-3	114
Cc1ccc(C(=O)N/C(=C/c2cccs2)C(=O)N2CCCCCC2)cc1	-5	-2	-1	-2	101	-2	103	19	-2	-3	98
CN(C)c1[nH]c(=O)c(C#N)c2c1CCN2Cc1ccccc1	-38	-10	-23	-5	101	-5	98	27	-9	-11	101
Cc1cc(C(=O)CN2C(=O)C(=O)N(C3CCCC3)C2=O)c(C)n1-c1ccc(F)cc1	-35	-1	-6	-4	98	-4	100	13	-5	-5	102
CCN(CC)C(=O)N1CCC(NC(=O)Cc2ccccc2)CC1	-17	1	-8	-1	92	-6	94	27	-1	-1	93
COc1ccc(NC(=O)CC2C(=O)N(c3ccc(Cl)cc3)C(=S)N2CCc2ccncc2)cc1 (configuration not stated)	35	-5	-11	2	103	0	99	12	-2	-8	100
CC1CCCCC1NC(=O)CC1Oc2ccccc2NC1=O (configuration not stated)	52*	u	x	x	108	x	115	25	x	x	124
O=c1c2ccccc2nc(SCc2ccccc2F)n1C1CCCC1	13	-11	-17	-10	102	-4	100	21	-14	-12	102
Cc1ccccc1/C=C\c1nc2ccccc2c(=O)n1Cc1ccccc1	-14	-2	-1	3	101	0	101	21	-1	-2	102
CCc1ccc2[nH]c(=O)c(CN(CCN(CC)CC)C(=S)NCc3ccco3)cc2c1	-7	7	13	19	107	8	105	43	18	11	107
COCC1CCN(Cc2cn[nH]c2-c2cc3ccccc3o2)C1 (configuration not stated)	-21	-3	-5	0	99	-1	99	13	-2	-5	100
COc1cc(/C=N/NC(=O)CSCc2ccc([N+](=O)[O-])cc2)cc(OC)c1OC	6	0	-1	-3	98	0	102	27	-3	-3	100
CC(=O)c1ccc(NC(=O)CSc2nc(=O)cc(N)n2-c2ccccc2)cc1	-10	-7	-8	-5	98	-2	u	15	-7	-6	100
Cc1ccccc1NC(=S)NC(NC(=O)C(C)(C)C)C(Cl)(Cl)Cl (configuration not stated)	-20	-14	-15	-4	92	-7	95	29	-8	-17	99
Cc1ccc(C(=O)N/C(=C\c2cccs2)C(=O)NCCCn2ccnc2)cc1	-4	3	-7	-2	107	-8	105	12	-5	0	113
COC(=O)c1ccccc1NC(=O)COC(=O)CSCC(=O)N1CCOCC1	3	-12	-14	0	101	-2	100	27	-6	-10	104
Cc1ccc(NC(=O)CC(O)(C(F)(F)F)C(F)(F)F)cc1	5	-7	-7	-1	98	0	100	11	-1	-7	101
NC(=O)c1ccc(N2CCOCC2)nc1	-30	0	-4	0	100	1	98	10	0	-1	101
Cc1ccc(-c2cc(C#N)c(=O)n(Cc3c(Cl)cccc3Cl)c2)cc1	-14	-14	-17	0	99	-4	98	29	-1	-8	97
Cc1ccc(NC(=O)C2CC(=O)NC(Nc3cccc(C)c3)=N2)cc1 (configuration not stated)	-34	-11	-13	0	90	-2	87	12	-8	-5	92
COc1ccccc1N1CCN(C(CNC(=O)C2CCCCC2)c2cccnc2)CC1 (configuration not stated)	-13	-11	-5	-3	98	-4	100	13	-8	-13	102
Cc1c(=O)n(OCc2ccc(Cl)cc2)c2ccccc2[n+]1[O-]	3	-2	-2	1	98	1	103	16	-4	1	97
S=C(NCCc1ccccn1)NC1CCCCC1	-58	16	31	17	103	19	107	7	22	16	102
CC(C)N1C(=O)/C(=C\c2nc3ccccc3c(=O)n2-c2ccccc2)c2ccccc21	11	11	14	13	96	15	93	9	21	9	100
CCC(=O)Nc1sc2c(c1C#N)CC(C)(C)NC2(C)C	-85	-7	-12	3	98	-5	100	47	1	-7	101
O=C(c1cccnc1)N1C2C=CC(C2)C1(C(F)(F)F)C(F)(F)F (configuration not stated)	-12	0	0	-1	99	2	97	16	-1	0	99

Filtered by structure: those above with bromine (2)
SMILES	Mcl1-Bid inh	Bcl-2 Bim block	Bim-Bfl-1	Bim-Bcl-W	RGS4-Gao reg	Bim-Mcl-1	RGS7-Gao	GSH bead fluor	Bim-Bcl-XL	Bcl-B Bim block	RGS8-Gao
O=C(/C=C/c1cccnc1)c1ccc(NC(=O)c2cccc(Br)c2)cc1	27	0	2	5	101	0	100	21	0	2	99
COC(=O)c1cc(Br)c(=O)n(Cc2ccc(OC)c(OC)c2)c1	-11	-9	-8	-5	100	-2	105	38	-6	-10	100

Continued:
SMILES	Mcl1-Bid inh	Bcl-2 Bim block	Bim-Bfl-1	Bim-Bcl-W	RGS4-Gao reg	Bim-Mcl-1	RGS7-Gao	GSH bead fluor	Bim-Bcl-XL	Bcl-B Bim block	RGS8-Gao
Cc1ccc(C(=O)Nc2nnc(COc3ccccc3)s2)cc1	-4	-2	-6	-2	99	-3	103	12	-5	-4	102
CC(=O)Oc1ccc(C(C)=O)c2c1OCCO2	-15	-9	-12	0	104	-1	106	35	-2	-8	105
CCN(CC)C(=S)SCC(=O)Nc1nc(-c2ccccc2)c(-c2ccccc2)o1	-40	-5	-2	-3	103	-5	99	7	-11	-9	103
Cc1cc(C)cc(N2CC34C=CC(O3)C(C(=O)OCC(=O)NCc3ccco3)C4C2=O)c1 (configuration not stated)	-11	-1	0	0	97	0	99	13	-1	0	99
CC(C)(C)NC(=O)COC(=O)c1ccc(Cl)nc1	-8	-1	-6	0	x	-1	x	21	-4	-6	x
COC(=O)C(C)Oc1ccc(=O)[nH]n1 (configuration not stated)	-11	-8	-20	-4	101	-6	101	21	-10	-7	102
Cc1ccc(OCCC(=O)NCCc2ccc(S(N)(=O)=O)cc2)cc1	-19	-7	-14	-2	101	-4	95	11	-8	-4	101
O=C(NCc1nc2ccccc2[nH]1)c1cc2ccccc2oc1=O	-32	-11	-12	3	98	-107	94	49	-4	-30	98
Cc1csc(=N)n1-c1ccc(Cl)cc1	-45	0	2	-2	100	1	100	24	0	0	99
Fc1ccc(N2CCN(Cc3cnc(N4CCOCC4)s3)CC2)cc1	-24	0	-4	0	99	0	u	12	-1	0	100
CCN(CC)c1ccc(-n2c(O)c(C=C3N=c4ccccc4=N3)sc2=S)cc1	-46	-4	-13	-6	104	-6	106	16	-11	-20	106
COc1cccc(C2CC(c3ccccc3Cl)n3nnnc3N2)c1 (configuration not stated)	-15	-3	-1	-2	101	0	99	21	2	1	100
Cc1ccc(/C=N/NC(=O)c2ccco2)s1	12	0	2	-1	101	0	103	31	0	0	102
Cn1c(=O)c2cc(S(=O)(=O)NC(Cc3ccccc3)C(=O)NCc3ccco3)ccc2n(C)c1=O (configuration not stated)	-12	-7	-7	4	105	0	113	18	-3	-5	105
CCCN1Cc2cccc(C(=O)NCc3ccc(C)cc3)c2C1=O	-9	-1	-3	-1	106	1	99	11	-4	-2	103
O=C(CCc1nnc(CCC2CCCCC2)o1)NCCc1cccnc1	-15	-3	-5	-3	98	-3	99	13	-2	-5	101
CCC/C=N/NC(=O)c1cccc(Br)c1	-19	2	6	-1	97	0	96	25	-2	1	101
CCOC(=O)c1sc(NC(=S)NC(=O)C23CC4CC(CC(C4)C2)C3)cc1C	-10	-5	-7	-4	101	-3	101	12	-7	-9	99
O=C(NCCc1ccccc1)C(=S)N1CCCCC1	-45	-2	-4	-2	100	1	u	16	-2	-1	101
CCCC(c1nnnn1C(C)(C)CC)N(CCCO)Cc1cc2cc(C)cc(C)c2[nH]c1=O (configuration not stated)	3	-3	0	0	103	0	99	16	-1	-1	100
